Screening data as filed in PubChem BioAssay.
NR1D1 modulator – modulates human Rev-erb alpha binding to DNA; activity, % at 10 µM; P20393; Rev-erbα–FITC-DNA binding, fluorescence polarization, 90 min; actives 0.79% (n = 370,000);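 active means activity above about 14%, limit read from the data; passing the limit was not always enough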;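 further: 0% = DMSO wells with 35 nM protein and 100% = DMSO wells with 750 nM protein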
hgDAF12 agonist – hgDAF-12 agonism, primary luciferase screen. actives 1.8% (n = 370,000). HEK293 GAL4-hgDAF12 UAS-luciferase reporter, agonist luminescence; normalized to butyrate control. activation, % at 6.8 µM;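 active means activation above a cutoff set at the mean of all screened compounds plus 3 SD, cut at about 10% in these data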;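 further: 0% = DMSO wells and 100% = sodium butyrate wells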
DAX1 inh-1 – DAX1 (NR0B1) inhibition, primary screen; HEK293T StAR-luciferase reporter, SF-1/DAX-1 repression relief; inhibition, % at 6.8 µM; actives 1.1% (n = 370,000); AID 652010;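 active means inhibition above the mean over all tested compounds plus 3 SD, cut at about 3.6% in these data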;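 further: 0% = DAX-1 cells with DMSO and 100% = cells lacking DAX-1 with DMSO; higher inhibition means more luminescence from relief of DAX-1 repression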
PLCb3 inh – blocks human PLC-beta3 enzyme activity; Purified PLC-beta3, fluorogenic substrate, fluorescence; inhibition, % at 12.2 µM; actives 0.18% (n = 370,000); AID 720704; in the data active means inhibition above about 11%;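 further: 0% = median of compound wells on plate and 100% = full blocker control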
PG9 Ab binder – PG9 antibody binding by small molecule; TR-FRET gp120-PG9 antibody binding; inhibition, % at 6.7 µM; actives 0.43% (n = 360,000); AID 624416; in the data active means inhibition above about 8.5%
HGIII-sPLA2 inh – Inhibits HGIII-sPLA2 liposome hydrolysis, primary screen. QFRET BODIPY PC-A2 liposome hydrolysis, fluorescence. AID 743126. inhibition, % at 12.2 µM. actives 0.56% (n = 370,000);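 active means inhibition above mean plus 3 SD of compounds lying within the high and low control bounds, cut at about 19% in these data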;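 further: 0% = median of test compound wells and 100% = no enzyme DMSO wells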
DAX1 inh-2 – inhibitors of human orphan nuclear receptor DAX1 (NR0B1) | P51843 | HEK293 Gal4-DAX1 luciferase reporter, luminescence | inhibition, % at 6.75 µM | actives 0.99% (n = 340,000) | AID 504766;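 active means inhibition above the mean over all tested compounds plus 3 SD, cut at about 4.2% in these data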;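 further: 0% = DAX1-transfected cells with DMSO and 100% = empty-vector control cells with DMSO; inhibition shows as a rise in luminescence from relieved DAX1 repression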
SMARCA2 act – increases SMARCA2 function in MMTV reporter cells; AID 652017; MG213 cells, MMTV-luciferase reporter, dexamethasone, overnight; actives 1% (n = 370,000); activation, % at 9.1 µM; in the data active means activation above about 7.8%;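 further: 0% = vehicle wells and 100% = reference activator wells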
ssDAF-12 act – activates DAF-12 receptor from parasite S. stercoralis. actives 1% (n = 370,000). AID 652126. activation, % at 6.8 µM. HEK293 ssDAF-12/GRIP1 lit1-tk-luc reporter, luminescence; % of 3 µM dafachronic acid response;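 active means activation above the mean over all tested compounds plus 3 SD, cut at about 0.9% in these data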;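 further: 0% = DMSO-only wells and 100% = 3 µM delta7-dafachronic acid wells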
FXN GAA850 act – activators of GAA850 frataxin (FXN) promoter | HEK293 lucGAA850 FXN promoter luciferase reporter, 24 h; percent of 10 µM SAHA response | activation, % at 6 µM | actives 0.56% (n = 360,000) | AID 540364;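 active means activation above the average of all compounds screened plus 3 SD, cutoff fixed separately per campaign, cut at about 7.5% in these data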;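 further: 0% = DMSO wells and 100% = 10 µM SAHA wells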
hcDAF-12 act – activates DAF-12 receptor from parasite H. contortus. HEK293 hcDAF-12 lit1-tk-luc reporter, luminescence; 0% DMSO, 100% Δ7-dafachronic acid. activation, % at 6.8 µM. actives 1.4% (n = 370,000);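 active means activation above the mean of all tested compounds plus 3 SD, cut at about 5.5% in these data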;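 further: 100% = response to 3 µM Δ7-dafachronic acid high control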
Active calls of the source: *; / = not tested or not shown; & = joins results of further samples.

SMILES	NR1D1 modulator	hgDAF12 agonist	DAX1 inh-1	PLCb3 inh	PG9 Ab binder	HGIII-sPLA2 inh	DAX1 inh-2	SMARCA2 act	ssDAF-12 act	FXN GAA850 act	hcDAF-12 act
CCOC(=O)Cc1csc(NC(=O)CSc2nc(=O)[nH]c3c2CCC3)n1	2	-0.9	0.4	-4	-0.1	-8	0.7	-2	-0.4	-2.4	-0.3
O=S(=O)(NCc1ccccc1)c1ccc2ccccc2c1	-3	-0.9	0.2	-5	-1.5	-11	0.1	2	-0.8	-1.3	-0.8
O=C(CC1C(=O)NCCN1Cc1ccccc1C(F)(F)F)NCCN1CCCCC1=O (stereo unspecified)	0	-1.4	0.0	-14	-0.1	1	0.7	0	-0.5	-1.0	0.5
N#CCCN(C(=O)COC(=O)c1cc(=O)[nH]c2ccccc12)c1ccccc1	-9	-1.3	0.2	-152	1.9	-3	0.0	3	-0.1	-0.3	1.6
CCCC[C@H]1C2CC(OC(=O)Nc3cccc(Br)c3)C(C2)[C@H]2CCCCN21 (stereo partly specified)	-9	-1.2	-0.3	-6	/	-6	/	0	-1.1	/	0.2
S=c1[nH]nc(COc2ccccc2)n1/N=C/c1c(Cl)cccc1Cl	-3	-2.3	-0.3	-3	-2.4	6	0.4	-2	-0.4	0.5	0.5
CNc1nnc(Sc2ncccc2[N+](=O)[O-])s1	-7	0.2	-0.6	-4	-1.1	6	-0.7	-2	-0.5	1.3	-1.5
COC(=O)c1c(NC(=O)CN2CCN(c3ccccc3)CC2)c2c(C)cccc2n1C	-3	0.1	-0.6	-3	-1.4	-5	-1.3	-1	-1.2	2.2	-0.5
Cc1ccc(OCC(=O)Nc2ccc3oc(=O)ccc3c2)cc1	1	-3.0	-0.8	-54	1.4	1	-1.6	-3	-1.4	2.6	-2.2
Cc1ccc2c(c1)S/C(=C\c1cccc[n+]1C)N2CCO	17	-4.0	-0.8	-6	0.6	2	-0.5	-2	-1.2	-1.6	-1.8
Cc1ccc(CNC(=O)CCCC(=O)O)cc1	1	2.6	0.6	11*	-0.8	6	0.4	-6	-0.7	-0.4	-0.7
Cc1ccccc1NC(=O)COC(=O)c1c(C)nn(-c2ccccc2)c1C	-4	1.0	1.7	0	2.0	8	0.8	5	-0.8	0.6	0.6
O=C(NNC(=O)c1cccc2ccccc12)c1ccc(-c2ccccc2)cc1	-2	-0.7	-1.7	4	0.8	-17	1.0	-2	-2.7	-2.2	-3.2
CCn1cc(S(=O)(=O)N2CCc3ccccc3C2)cn1	0	0.5	-0.4	-2	0.3	-3	-0.2	-3	-0.2	3.1	1.1
CC(=O)NS(=O)(=O)c1ccc(NC(=O)c2cccc(S(=O)(=O)N3CCc4ccccc43)c2)cc1	1	-0.4	1.0	-5	-1.4	-29	-0.6	0	-1.4	-0.9	0.3
CNC(=O)CS(=O)CC(=O)Nc1cc(OC(C)C)c(Cl)cc1Cl (stereo unspecified)	4	-1.3	-0.4	2	-0.5	-6	1.1	-2	-1.1	0.9	-0.5
CSc1nsc(SCC(=O)Nc2ccccc2)n1	-2	4.2	0.6	0	-0.4	-10	-0.8	8.8*	-0.3	2.2	2.7
Cc1cccc(C)c1OCC(=O)Nc1cccc(NC(=O)c2ccco2)c1	0	-0.3	-0.7	1	-2.1	-9	-0.4	1	-1.6	-1.0	-1.5
Cc1ccc(S(=O)(=O)Cn2nnnc2CN(Cc2ccco2)Cc2cccs2)cc1	-2	-1.4	0.4	1	0.9	-11	0.1	-4	-1.4	0.3	-1.0
Cc1cc(NC(=O)C(C)C)ncc1NC(=O)c1ccco1	4	0.7	0.4	2	-1.4	20*	5.9*	-3	-0.6	2.2	0.4
c1ccc(CCSc2nnc(-c3cccnc3)n2Cc2ccccc2)cc1	-4	-0.9	-0.1	2	/	0	/	0	-1.4	/	0.2
CC1(C)CC2CC(C)(CN2C(=O)c2ccc([N+](=O)[O-])cc2)C1 (stereo unspecified)	-2	-3.2	-1.1	-1	-1.0	-2	-2.0	-3	-1.5	0.3	-0.7
CCN(C(=O)COC(=O)c1nn(-c2ccccc2)c(=O)c2ccccc12)C1CCS(=O)(=O)C1 (stereo unspecified)	0	-2.6	-0.3	-9	-2.2	7	2.4	-1	-0.5	1.7	0.4
COc1ccc(OC)c(NC(=O)COC(=O)CCC2CCCC2)c1	-2	3.1	0.1	-5	-1.4	-8	-0.5	0	-0.8	-0.2	-0.6
Cc1cc(C(=O)Nc2ccc(N3CCOCC3)c(Cl)c2)c(C)o1	2	1.1	0.5	-2	-2.3	-3	4.2*	4	-1.4	1.3	2.4

Sorted by value in DAX1 inh-1 (low to high): 4 from the list above
mol | DAX1 inh-1
COC(=O)c1c(NC(=O)CN2CCN(c3ccccc3)CC2)c2c(C)cccc2n1C | -0.6
CCCC[C@H]1C2CC(OC(=O)Nc3cccc(Br)c3)C(C2)[C@H]2CCCCN21 (stereo partly specified) | -0.3
Cc1cc(NC(=O)C(C)C)ncc1NC(=O)c1ccco1 | 0.4
Cc1ccccc1NC(=O)COC(=O)c1c(C)nn(-c2ccccc2)c1C | 1.7

HGIII-sPLA2 inh, entries above that show a hit.
SMILES,NR1D1 modulator,DAX1 inh-1,PLCb3 inh,PG9 Ab binder,HGIII-sPLA2 inh,DAX1 inh-2,SMARCA2 act,ssDAF-12 act,hcDAF-12 act
Cc1cc(NC(=O)C(C)C)ncc1NC(=O)c1ccco1,4,0.4,2,-1.4,20*,5.9*,-3,-0.6,0.4

The main list resumes, starting two compounds before the break.
SMILES	NR1D1 modulator	hgDAF12 agonist	DAX1 inh-1	PLCb3 inh	PG9 Ab binder	HGIII-sPLA2 inh	DAX1 inh-2	SMARCA2 act	ssDAF-12 act	FXN GAA850 act	hcDAF-12 act
COc1ccc(OC)c(NC(=O)COC(=O)CCC2CCCC2)c1	-2	3.1	0.1	-5	-1.4	-8	-0.5	0	-0.8	-0.2	-0.6
Cc1cc(C(=O)Nc2ccc(N3CCOCC3)c(Cl)c2)c(C)o1	2	1.1	0.5	-2	-2.3	-3	4.2*	4	-1.4	1.3	2.4
CC(NC(=O)CN(C)S(=O)(=O)c1ccc2c(c1)c(=O)n(C)c(=O)n2C)c1ccccc1 (stereo unspecified)	-1	-0.6	-0.4	-5	-1.1	1	-0.5	-2	-1.5	2.4	3.4
Cc1ccc(Cl)cc1N1CCN(C(CC(C)C)c2nnnn2CC2CCCO2)CC1 (stereo unspecified)	4	-0.7	-0.1	2	-1.6	2	0.5	1	-1.0	0.1	0.0
Cn1cc([N+](=O)[O-])c(C(=O)Nc2ccc(-c3nc4ccccc4[nH]3)cc2)n1	-3	6.0	1.3	2	-2.0	-6	-0.8	9.8*	-0.2	3.0	1.7
CCCCNC(=O)CCn1ccc2cc(S(=O)(=O)N3CCCC3)ccc21	-3	-0.1	0.0	-9	0.4	6	-0.1	-3	-1.1	-1.6	0.4
CCc1ccccc1NC(=O)CCN1C(=O)c2ccccc2C1=O	-5	-0.5	-0.5	-1	0.3	3	-0.2	-1	-0.9	-0.4	-0.8
CCCN(CCC)c1nc2ccccc2nc1C(C#N)C(=O)OC(C)COC (stereo unspecified)	1	-3.3	-1.0	-80	0.9	-1	/	-3	-1.6	/	-2.0
Oc1ccccc1/C=N/Nc1nc2ccccc2o1	6	9.3	-1.1	-60	-0.6	6	-4.0	-5	0.4	-7.9	4.4
Cc1ccc(CNC(=O)CCc2c(C)nc3c(c(C)nn3-c3ccc(C)cc3)c2C)cc1	11	-4.8	0.2	5	-1.3	-3	0.1	-3	-0.4	-0.5	2.4
N/C(=N\OC(=O)CCCOc1ccccc1)c1ccccn1	0	2.3	-0.3	3	-1.6	-1	0.4	-1	-1.1	0.8	0.2
CCN(CC)CCCNc1nc(N)c([N+](=O)[O-])c(NCCO)n1	1	-0.7	0.8	-4	1.1	18	-0.1	-3	-0.6	-0.5	3.4
CC(=O)c1sc(N)nc1C	4&-7	4.4&1.1	-0.4&0.0	3&1	0.1&0.8	6&1	-0.3&0.9	-2&-1	-0.4&-1.1	-0.7&0.9	-1.7&0.1
O=C(O)C1C2C=CC(C2)C1C(=O)OCc1ccccc1 (stereo unspecified)	-2	2.7	-0.6	3	-1.6	0	0.2	-2	-0.4	-0.7	-0.3
COc1cccc(-n2c(-c3ccc4[nH]c(C)c(C)c4c3)n[nH]c2=S)c1	-6	-4.2	-0.5	-19	0.1	4	-1.3	-3	-0.7	3.1	-1.7
COc1ccc2c(c1)C(=O)N(c1ccccc1OC)C(=O)C2(C)C	-1	-3.8	-0.1	3	-1.3	5	0.0	-1	-1.3	0.5	-0.3
O=C(CCc1nc2cccnc2n1Cc1ccccc1)N1CCOCC1	4	-1.3	-0.6	-3	1.6	1	-0.7	0	-1.3	0.0	-0.6
O=C(COc1ccccc1Cl)Nc1ccc2c(c1)OCO2	0	13*	1.5	2	-0.5	0	1.2	3	0.5	3.5	6.0*
O=C(CNC(=O)c1ccc(Cl)cc1)OC1CCOC1=O (stereo unspecified)	0	-2.0	0.2	4	-1.1	2	-0.8	1	-0.9	1.1	0.8
O=C(O)c1ccc(NC(=S)NC(=O)c2cncc(Br)c2)cc1	-1	-4.4	-0.4	-10	0.7	14	-1.3	0	-1.6	-0.3	-1.0
O=C(NNC(=O)c1cccc2ccccc12)c1ccc(Cl)cc1	-7	2.4	0.1	-1	1.4	-7	0.5	1	-1.1	3.9	0.2
CCN1C(=O)c2ccccc2S(=O)(=O)c2ccc(C(=O)NCCCN(CC(C)C)CC(C)C)cc21	2	3.5	0.4	-5	-1.2	9	-0.8	-3	-1.3	1.2	0.7
COc1ccc(C(C)=O)cc1CSCc1cc(C(C)=O)ccc1OC	-2	-2.2	-0.9	1	-0.3	-3	1.7	1	-1.6	1.2	-2.2
CN(Cc1ccc2c(c1)OCCO2)C(=O)CN1C(=O)NC2(CCCCC2)C1=O	3	0.5	-2.3	-6	1.1	-1	0.7	1	-1.2	-0.8	0.7
CCN(C[C@H]1N[C@@](Cc2ccccc2)(C(=O)OC)[C@H]2C(=O)N(Cc3ccccc3)C(=O)[C@@H]12)C(=O)c1ccc(C)cc1	7	-0.7	-0.7	-1	0.8	-2	-0.9	-3	-0.4	-1.8	0.2
